High-throughput results: PubChem, Sanford-Burnham Center for Chemical Genomics
mIAP act: activators of mouse IAP, primary screen, biochemical, luminescence, uHTS; 0.24% of 330,000 active; activation factor at 10 µM; AID 2805, 2010; intestinal alkaline phosphatase [Mus musculus]; muIAP, CDP-Star luminescence, 30 min; stronger effect = higher value; 1 = vehicle-only enzyme signal, 0 = enzyme-free wells;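 active = activation factor of at least 2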; also: the source names both 10 and 20 µM as test concentration; values of inactives mirror those of a sister screen read the other way
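also added = chemiluminescent substrate CDP-Star | test system = mouse IAP enzyme | signal = chemiluminescence readout | compound = DMSO-dissolved test compounds | incubation = 30 min at room temperature | benchmarks = DMSO wells, no-enzyme wells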
MPTP inh: mitochondrial permeability transition pore inhibitors, primary screen, biochemical, isolated mouse mitochondria, absorbance; Ca2+ swelling absorbance, 30 min; inhibition, % at 10 µM; 1.4% of 360,000 active; AID 602449, 2012;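 active = inhibition of 50% or more, scaled per plate between neutral and stimulator controls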;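 also: 0% = DMSO wells given calcium and 100% = 1 mM EGTA wells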
hIAP activ: human IAP activators, primary screen, biochemical, luminescence, uHTS; Intestinal-type alkaline phosphatase (Homo sapiens), P09923; purified human IAP, CDP-Star luminescence, 30 min; stronger effect = higher value; 1 = vehicle-only enzyme, 0 = enzyme-free background; activation factor at 10 µM; 0.16% of 330,000 active;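 active = activation factor of the enzyme at least 2-fold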; also: the source names both 10 and 20 µM as test concentration; values of inactives mirror those of a sister screen read the other way
ATG4B inh: ATG4B protease inhibitors, primary screen, biochemical, fluorescence, uHTS. Cysteine protease ATG4B (Homo sapiens), Q9Y4P1. ATG4B cleavage of LC3-PLA2, NBD-HPC fluorescence, 1 h. inhibition, % at 8.33 µM. 0.51% of 340,000 active; in the data active = inhibition above about 40%
Target sequence (Q9Y4P1 whole entry, looked up): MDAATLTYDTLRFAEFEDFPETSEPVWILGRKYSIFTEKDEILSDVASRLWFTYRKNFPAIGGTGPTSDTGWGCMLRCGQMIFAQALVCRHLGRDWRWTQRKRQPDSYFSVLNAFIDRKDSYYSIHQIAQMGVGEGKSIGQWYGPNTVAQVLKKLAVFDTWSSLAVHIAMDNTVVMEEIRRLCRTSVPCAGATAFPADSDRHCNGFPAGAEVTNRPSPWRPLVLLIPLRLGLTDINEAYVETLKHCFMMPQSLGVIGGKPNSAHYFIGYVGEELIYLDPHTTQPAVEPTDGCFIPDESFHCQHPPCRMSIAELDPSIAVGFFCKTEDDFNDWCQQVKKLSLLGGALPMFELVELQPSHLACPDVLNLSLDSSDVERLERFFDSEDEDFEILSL
hIAP inh: human IAP inhibitors, primary screen, biochemical, luminescence, uHTS | Intestinal-type alkaline phosphatase (Homo sapiens), P09923 | purified IAP, CDP-Star luminescence, 30 min | inhibition, % at 10 µM | 0.12% of 330,000 active;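 active = inhibition reaching a set limit with compound at 10 µM in the primary screen, cut at about 35% in these data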;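 also: plate controls were DMSO wells with enzyme for no effect and no-enzyme buffer wells for full effect; values of inactives mirror those of a sister screen read the other way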
A3G deaminase: APOBEC3G DNA deaminase inhibitors, primary screen, biochemical, fluorescence, single-stranded DNA substrate, uHTS; inhibition, % at 20 µM; recombinant A3G, ssDNA deamination FAM/TAMRA fluorescence; 0.28% of 330,000 active; DNA dC->dU-editing enzyme APOBEC-3G (Homo sapiens), Q9HC16; AID 493012, 2011;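 active = inhibition of at least 40% at 20 µM, with no more than 30% in the related APOBEC3A deaminase screen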;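 also: plate controls were DMSO wells with A3G for no effect and wells lacking A3G enzyme for full effect; some compounds called inactive have numbers as strong as hits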
Target sequence (Q9HC16 whole entry, looked up): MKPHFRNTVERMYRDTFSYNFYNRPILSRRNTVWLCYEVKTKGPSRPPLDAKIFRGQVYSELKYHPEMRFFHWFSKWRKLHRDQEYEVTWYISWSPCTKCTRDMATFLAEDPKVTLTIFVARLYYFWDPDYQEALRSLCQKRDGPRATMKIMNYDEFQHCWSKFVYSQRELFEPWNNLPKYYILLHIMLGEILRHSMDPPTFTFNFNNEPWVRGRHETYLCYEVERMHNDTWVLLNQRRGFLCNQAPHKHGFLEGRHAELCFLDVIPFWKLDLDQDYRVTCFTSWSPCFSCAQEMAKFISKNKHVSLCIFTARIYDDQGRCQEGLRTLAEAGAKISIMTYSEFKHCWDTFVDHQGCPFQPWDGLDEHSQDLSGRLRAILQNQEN
beta cell repl: inducers of MIN6 beta-cell proliferation, primary screen, ATP luminescence, uHTS. MIN6 cells proliferation, ATPlite luminescence, 48 h; cells starved in 0.2% serum; 100% = growth in 10% serum. proliferation, % at 10 µM. 0.29% of 330,000 active. AID 2380, 2010;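 active = compounds whose signal lies at least 3.5 SD above the mean of all wells on their plate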;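 also: 0% = DMSO-treated cells in low-serum medium and 100% = 10% serum control; some compounds called inactive have numbers as strong as hits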
A3A deaminase: APOBEC3A ssDNA deaminase inhibitors, primary screen, selectivity assay for APOBEC3G inhibitor project, biochemical, FAM/TAMRA oligo cleavage fluorescence; DNA dC->dU-editing enzyme APOBEC-3A (Homo sapiens), P31941; recombinant A3A, FAM/TAMRA ssDNA deamination fluorescence; inhibition, % at 20 µM; 0.41% of 330,000 active;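 active = at least 40% inhibition at 20 µM here, with at most 30% in a related deaminase screen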;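 also: plate controls were A3A with DMSO for no effect and wells lacking A3A enzyme for full effect; some results filed as inactive read as strong as hits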
Target sequence (P31941 whole entry, looked up): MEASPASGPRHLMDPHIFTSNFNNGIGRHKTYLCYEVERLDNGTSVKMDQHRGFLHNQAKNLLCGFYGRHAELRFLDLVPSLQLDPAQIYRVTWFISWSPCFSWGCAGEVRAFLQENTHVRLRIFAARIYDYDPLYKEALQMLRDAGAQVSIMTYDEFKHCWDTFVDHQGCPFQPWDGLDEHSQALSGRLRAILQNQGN
mIAP block: inhibitors of mouse IAP, primary screen, biochemical, luminescence, uHTS; intestinal alkaline phosphatase [Mus musculus]; purified mouse IAP, CDP-Star luminescence, 30 min; inhibition, % at 10 µM; 0.2% of 330,000 active;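 active = inhibition of at least 40% at 10 µM in the primary screen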;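 also: plate controls were DMSO with enzyme for no effect and no enzyme wells for full effect; values of inactives mirror those of a sister screen read the other way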
* hit, by the source's call; . = not tested or not shown.

Each structure is followed by: mIAP act	MPTP inh	hIAP activ	ATG4B inh	hIAP inh	A3G deaminase	beta cell repl	A3A deaminase	mIAP block
> C=CCN(C(=O)CNC(=O)c1ccco1)C(C(=O)NC1CCCCC1)c1ccccc1 (configuration not stated)
  1.1	6.6	1	-6	-2	1	2	5	-7
> Cc1ccc(N2C(=O)N3[C@H](c4cccc(C)c4)[C@@H]4C(=O)N(Cc5ccccc5)C(=O)[C@@H]4[C@]3(C)C2=O)cc1
  0.96	-0.9	1	-20	-2	-2	-3	-1	4
> COc1ccc(NC(=S)N2CCN(CCN=CC3=C(O)CC(c4ccccc4)CC3=O)CC2)cc1 (configuration not stated)
  1	-0.2	0.87	-18	13	2	0	1	-4
> Nc1ccc(C#Cc2c(-c3ccsc3)oc3ccc(N4CCOCC4)cc23)cc1
  1.1	2.8	0.97	-4	3	-9	-9	-2	-5
> Cc1ccc(C2(C)NC(=O)N(CC(=O)NCc3ccccc3Cl)C2=O)cc1 (configuration not stated)
  0.99	0.3	1.2	14	-23	-5	-2	-2	1
> O=C(NC1CCCCC1)c1cccc(N2C(=O)CCC2=O)c1
  1	-0.5	0.99	-5	1	-12	0	-3	-1
> Cn1nnc(NC(=O)c2cccc([N+](=O)[O-])c2)n1
  0.98	2.7	0.99	-7	1	-9	-1	-3	2
> Cc1cc(C)n(CCCC(=O)O)n1
  0.95	-1.6	1.1	3	-14	-2	-1	0	5
> COC(=O)c1ccc(C(=O)OC)c(NC(=O)CN2CCN(c3ccccc3OC)CC2)c1
  0.88	2.5	0.91	-9	9	-2	-3	-5	12
> Brc1ccc(OCCOCCOc2cccc3cccnc23)cc1
  0.96	-0.9	0.99	3	1	1	-5	-4	4
> CCCCC(CC)CNC(=O)CN1C(=O)NC2(CCc3ccccc32)C1=O (configuration not stated)
  0.99	0.9	1.1	-2	-13	-8	-3	-4	1
> COc1cc(C(=O)NCCNC(=O)c2cnccn2)cc(OC)c1OC
  0.89	0.1	0.95	0	5	-6	0	-1	11
> CC(C)c1ccc(N2C(=O)CC(Sc3nc4ccccc4o3)C2=O)cc1 (configuration not stated)
  0.95	4.0	0.88	-15	12	-3	-5	-1	5
> CC(Oc1ccc2c3c(c(=O)oc2c1)CCC3)C(=O)NCCCn1ccnc1 (configuration not stated)
  0.89	7.0	0.93	19	7	-8	1	-5	11
> O=c1cc(-c2ccccc2Cl)oc2c(NS(=O)(=O)c3ccccc3OC(F)(F)F)ccc(O)c12
  1.1	.	1.1	43*	-6	9	-8	1	-8
> Cc1ccc(OCC(=O)Nc2sc3c(c2C#N)CCC3)cc1
  0.96	1.0	0.92	-3	8	-3	-1	0	4
> COc1cccc(CC(=O)Nc2nccs2)c1
  1	-3.4	0.89	0	11	-6	0	-4	-3
> COc1ccc(Cl)cc1N(C(C)C(=O)NC1CCCC1)S(C)(=O)=O (configuration not stated)
  1	0.8	0.88	-12	12	-2	-2	-6	-4
> CC(=O)Nc1ccc(NC(=O)CN(c2ccc(C(C)C)cc2)S(=O)(=O)c2ccccc2)cc1
  1.1	-2.4	1.3	-8	-30	-2	3	2	-6
> COc1cccc(/C=N/NC(=O)c2ccc(-c3ccccc3)cc2)c1O
  0.85	6.0	1	-8	-2	-8	-3	-1	15

4 of these compounds in a different format:
CC(C)c1ccc(N2C(=O)CC(Sc3nc4ccccc4o3)C2=O)cc1 (configuration not stated)
  mIAP act: 0.95; MPTP inh: 4.0; hIAP activ: 0.88; ATG4B inh: -15; hIAP inh: 12; A3G deaminase: -3; beta cell repl: -5; A3A deaminase: -1; mIAP block: 5

O=C(NC1CCCCC1)c1cccc(N2C(=O)CCC2=O)c1
  mIAP act: 1; MPTP inh: -0.5; hIAP activ: 0.99; ATG4B inh: -5; hIAP inh: 1; A3G deaminase: -12; beta cell repl: 0; A3A deaminase: -3; mIAP block: -1

CCCCC(CC)CNC(=O)CN1C(=O)NC2(CCc3ccccc32)C1=O (configuration not stated)
  mIAP act: 0.99; MPTP inh: 0.9; hIAP activ: 1.1; ATG4B inh: -2; hIAP inh: -13; A3G deaminase: -8; beta cell repl: -3; A3A deaminase: -4; mIAP block: 1

Cc1ccc(OCC(=O)Nc2sc3c(c2C#N)CCC3)cc1
  mIAP act: 0.96; MPTP inh: 1.0; hIAP activ: 0.92; ATG4B inh: -3; hIAP inh: 8; A3G deaminase: -3; beta cell repl: -1; A3A deaminase: 0; mIAP block: 4

(more compounds)
Each structure is followed by: mIAP act	MPTP inh	hIAP activ	ATG4B inh	hIAP inh	A3G deaminase	beta cell repl	A3A deaminase	mIAP block
> CCCCN1CC[C@H]2C=CC[C@@H](C(=O)NCc3ccc(OC)cc3)[C@H]2C1=O
  1.1	-0.7	0.93	-6	7	-8	-6	-3	-5
> Cc1cc(C(=O)NCc2ccco2)no1
  1	-0.8	0.95	0	5	1	-3	6	0
> CCc1ccc(N=Nc2ccc(O)c3[nH]cnc23)cc1
  0.6	3.3	1.3	6	-33	-2	-2	1	40*
> O=C(Nc1nccs1)c1ccccc1[N+](=O)[O-]
  0.99	-3.6	0.91	1	9	-9	0	-2	1
> COCCn1nnnc1C(c1ccccn1)N1CCN(c2cc(C)ccc2C)CC1 (configuration not stated)
  1.1	-0.3	0.92	-16	8	-4	-2	-4	-6
> CCOc1ccc(OCC)c(NC(=O)C2CCCN(S(=O)(=O)c3cnc[nH]3)C2)c1 (configuration not stated)
  1.1	-0.5	1.4	-12	-36	-5	3	0	-8
> COC(=O)Cn1cc(/C=N/NC(=O)COc2cccc3cccnc23)c2ccccc21
  0.91	-1.1	0.88	-19	12	-5	0	2	9
> Cc1cc(NC(=O)Cc2cccs2)no1
  0.95	0.7	0.83	16	17	31	-3	54	5
> O=C1CCC(=O)N1CCOP1(=O)COc2ccccc2OC1
  1.2	0.6	1.1	-12	-10	-4	0	-6	-20
> O=C(C1CCN(S(=O)(=O)c2ccccc2)CC1)N(CCc1ccccc1)Cc1ccco1
  1.1	1.9	1.3	26	-29	4	-1	6	-12
> O=C(Nc1cccc([N+](=O)[O-])c1)c1ccn[nH]1
  0.84	-3.6	1.2	-6	-20	-12	-1	-4	16
> Cc1nc(NC(=O)c2ccccc2)sc1-c1csc(Nc2ccc(Cl)cc2)n1
  0.78	.	0.93	.	7	-6	-6	-2	22
> O=C(CCCC(=O)N(CC(=O)NC1CCCCC1)CC1CCCO1)Nc1ccccn1 (configuration not stated)
  1.1	0.2	1	5	-3	-3	-1	-3	-7
> O=C1c2ccccc2C(O)(c2ccccc2)N1C1CC1 (configuration not stated)
  0.96	1.1	0.92	1	8	0	-2	1	4
> CC1CCCC(C)N1C(=O)COC(=O)COc1ccccc1C#N (configuration not stated)
  0.96	-1.2	1	7	-1	-6	1	-4	4
> O=C(N1CCN(c2ccccn2)CC1)N1c2ccccc2Sc2ccccc21
  0.98	6.9	0.92	13	8	-4	-6	-3	2
> Cc1ccc(/C=N\Nc2nc3ccc(Cl)cc3[nH]2)o1
  0.93	1.0	1.1	-4	-14	4	-3	4	7
> COC(=O)c1cccc(NC(=O)CSc2nnc(COc3ccccc3)n2C)c1
  1.1	-6.0	1	-14	-2	2	-5	2	-11
> CC(C)NC(=O)c1ccc2c(c1)N(CC(=O)N1CCOCC1)C(=O)C(C)(C)O2
  0.98	-0.3	1	-2	-4	-8	-1	-2	2
> CN(C)c1ccc(NC(=S)NC(=O)/C=C/c2ccco2)cc1
  0.89	2.4	0.95	-6	5	2	0	1	11

Entries of single compounds, quoted from the list. Order of screens: mIAP act | MPTP inh | hIAP activ | ATG4B inh | hIAP inh | A3G deaminase | beta cell repl | A3A deaminase | mIAP block
CCCCN1CC[C@H]2C=CC[C@@H](C(=O)NCc3ccc(OC)cc3)[C@H]2C1=O as listed: 1.1 | -0.7 | 0.93 | -6 | 7 | -8 | -6 | -3 | -5
CCc1ccc(N=Nc2ccc(O)c3[nH]cnc23)cc1 as listed: 0.6 | 3.3 | 1.3 | 6 | -33 | -2 | -2 | 1 | 40*

Remaining list, next part
Each structure is followed by: mIAP act	MPTP inh	hIAP activ	ATG4B inh	hIAP inh	A3G deaminase	beta cell repl	A3A deaminase	mIAP block
> CC(=O)NC(C)c1nc2ccccc2n1Cc1ccccc1F (configuration not stated)
  1	-2.0	1	-2	-2	-6	-2	-5	-4
> COc1ccc(CCNC(=O)C(=O)NCc2ccccc2C)cc1OC
  0.99	-1.6	0.87	-3	13	-12	-1	1	1
> CCN1C(=NCc2cccc(Cl)c2)N[C@@H](c2cccc(F)c2)C(C(=O)OC)=C1C
  1.1	-0.1	0.8	0	20	1	-8	5	-6
> CC(C)N(Cc1ccccc1)C(=S)NC1CCCCC1
  1.1	0.0	1.2	12	-19	-5	-3	-6	-7
> O=c1c2c3c(sc2ncn1/N=C/c1ccncc1)CCCC3
  1	-0.9	0.88	-2	12	-9	-2	-24	0
> O=C(Nc1nnc(-c2ccc3c(c2)CCCC3)o1)c1ccc(Cl)cc1Cl
  0.92	-14	0.98	17	2	-5	-6	-4	8
> Cn1nnnc1SCc1csc(C2C(C#N)=C(N)OC3=C2C(=O)CCC3)c1 (configuration not stated)
  0.94	-4.0	1.1	5	-5	0	-1	2	6
> COc1cc(/C=C\C(=O)OCn2nnc3ccccc3c2=O)cc(OC)c1OC
  0.9	-0.8	0.9	-2	10	1	-4	1	10
> CCC(=O)N/N=C(\C)CC(=O)Nc1ccc(Cl)cc1
  1.1	-0.4	1	-8	0	-9	0	-2	-5
> O=S(=O)(c1ccc(C2CCCCC2)cc1)N1CCOCC1
  0.94	-1.2	0.96	-2	4	-4	-3	2	6
> O=C(c1ccccc1)c1ccccc1C(=O)N1CCN(Cc2ccccc2F)CC1
  1	-1.1	0.95	4	5	-7	-3	0	0
> O=C(CSc1nc2ncc(Cl)cc2[nH]1)Nc1cccc(F)c1
  0.89	23	1.3	-3	-28	-2	-7	-3	11
> O=C(O)CC1(CC(=O)NCc2ccc(Cl)cc2)CCCCC1
  1	0.2	1	0	-3	-7	3	-3	0
> CCCCN1C(=N)N([C@@H](CN2CCC[C@H]2CN2C(N)=NC[C@@H]2Cc2ccccc2)C(C)C)C[C@H]1Cc1ccccc1
  1.4	-1.1	1.1	8	-10	-1	0	-2	-44
> CCCCC(=O)Nc1nn(C)c2nc3c(C)cccc3cc12
  1.1	1.1	0.96	-5	4	-2	-2	1	-12
> Cc1cc(N/N=C/c2ccccc2)nc(N2CCOCC2)n1
  1.1	2.3	0.98	-8	2	-9	2	-4	-8
> CS(=O)(=O)Nc1cccc(-c2cn3c(n2)SCC3)c1
  0.98	-0.3	0.94	4	6	4	-3	1	2
> O=C1CSC(c2ccccc2[N+](=O)[O-])N1c1ccc(O)cc1 (configuration not stated)
  0.94	0.3	1	3	0	-10	5	-1	6
